High-throughput results deposited in PubChem BioAssay by several laboratories.
aSyn UTR inh: 5' untranslated region of α-synuclein, MLPCN primary screen; 300,000 tested, 0.82% active; inhibition, % (tested at 7.5 µM); alpha-synuclein 5'UTR reporter, inhibitor activity; in the data active = inhibition above about 60%; inconclusive = no clear call, values can overlap the other calls;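 note: H4 neuroglioblastoma cells stably carrying SNCA 5'UTR luciferase fusion; 0% = DMSO wells and 100% = positive control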
HDAC3 inh: human HDAC3 inhibition; recombinant HDAC3, fluorogenic peptide/trypsin coupled, fluorescence; O15379; 320,000 tested, 0.15% active; inhibition, % at 8.3 µM; in the data active = inhibition above about 26%, passing the limit was not always enough; inconclusive = no clear call, values can overlap the other calls
Target sequence (O15379 whole entry, looked up): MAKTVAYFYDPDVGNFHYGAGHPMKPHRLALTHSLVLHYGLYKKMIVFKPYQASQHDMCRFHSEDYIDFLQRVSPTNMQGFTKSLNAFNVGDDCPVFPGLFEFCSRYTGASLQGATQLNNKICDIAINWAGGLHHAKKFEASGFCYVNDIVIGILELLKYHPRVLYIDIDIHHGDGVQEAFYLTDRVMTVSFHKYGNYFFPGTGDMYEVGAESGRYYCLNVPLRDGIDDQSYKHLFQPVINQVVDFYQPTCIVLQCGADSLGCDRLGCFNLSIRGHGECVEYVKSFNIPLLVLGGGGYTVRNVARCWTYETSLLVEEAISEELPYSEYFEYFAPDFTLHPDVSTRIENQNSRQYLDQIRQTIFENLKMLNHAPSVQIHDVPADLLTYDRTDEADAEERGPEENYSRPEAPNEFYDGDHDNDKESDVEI
HSF1 inh: HSF1 inhibition; NIH3T3-HGL HSE-luciferase, MG132-induced, luminescence 8 h; stronger effect = lower value; AID 2098; 300,000 tested, 0.77% active; activity change, negative = inhibition, % at 7.5 µM (by protocol);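 active = more than half of replicate wells show activity change below -50%, luminescence cut by over half; inconclusive = some wells, but at most half, below -50%; inactive = no replicate well below -50%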;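 note: luciferase reports HSF-1 transcriptional activity via heat shock element; 0% = median of DMSO wells and -100% = zero luminescence signal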
HSF1 activator: increases HSF-1 driven luciferase reporter signal; NIH3T3-HGL HSF-1 luciferase reporter, MG132, 8 h; 100% = twice DMSO control signal; activation, % at 9 µM; 300,000 tested, 1.7% active;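 active = mean replicate activation of at least 50% with a set share of replicates each reaching 50%; inconclusive = only one of those two conditions met; inactive = mean below 50% and too few replicates reaching it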;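 note: 0% = median of the neutral control wells and 100% = twice that signal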
AI-2 QS mod: modulators of Vibrio harveyi AI-2 quorum sensing system. AID 2094. 300,000 tested, 0.4% active. Vibrio harveyi JMH597 AI-2 luminescence/OD600 ratio, 9 h; stronger effect = lower value; strain lacks LuxN and CqsS sensors; 0 = neutral-control median. activity change, % at 7.5 µM; in the data active = activity change below about -75%, passing the limit was not always enough; inconclusive = no clear call, values can overlap the other calls;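 note: luminescence divided by OD600 gain over 9 h not by final OD600 alone; inactives centre near 13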
HIF activator: HIF pathway transcriptional activation. U2OS HRE-luciferase reporter, luminescence; normalized: DMSO 0%, desferrioxamine 100%. activation, % at 7.5 µM (by protocol). 300,000 tested, 0.32% active. AID 1910;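 active = mean activation of at least 10% of the iron chelator positive control signal, with at least half of replicates also reaching 10%; inconclusive = mean and replicate majority disagree about reaching 10%; inactive = mean and most replicates under 10%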
IEC-6 cytotox: counter-screen for KLF5 inhibitors: cytotoxicity in IEC-6 cells | IEC-6 cytotoxicity, luminescence viability | inhibition, % at 5 µM | 290,000 tested, 0.78% active; in the data active = inhibition above about 22%;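 note: 0% = plate median of test compound wells and 100% = cytotoxic reference compound wells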
Platelet DG rel: modulates dense granule release in human platelets; human platelet-rich plasma, SFLLRN dense granule ATP release, luminescence; inhibition, %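 (compounds screened at 7.5 µM in platelet-rich plasma)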; 300,000 tested, 0.22% active;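 active = mean replicate score, as percent of positive control, at or above 50; inconclusive = mean below 50 but at least one replicate at or above 50; inactive = mean and every replicate below 50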
HSP90 inh: blocks HSP90-mediated luciferase refolding in reticulocyte lysate; AID 1789; Rabbit reticulocyte lysate, luciferase refolding luminescence, 3 h; inhibition, % at 5.6 µM; 290,000 tested, 0.91% active;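 active = inhibition above the screen-wide mean plus 3 SD, computed separately per campaign, cut at about 16% in these data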;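 note: 0% = DMSO wells and 100% = 60 µM geldanamycin wells; inhibitors lower the luminescence because luciferase stays unfolded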
KLF5 inhibitor: inhibitors of KLF5 expression; 290,000 tested, 0.23% active; DLD-1 KLF5 promoter-luciferase reporter, luminescence; inhibition, % at 5 µM;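 active = inhibition above a per-plate limit of that plate's mean compound inhibition plus 3 SD, cut at about 60% in these data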;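 note: 0% = DMSO wells and 100% = LY294002 at 200 µM; higher means less KLF5 promoter-driven luciferase light; inactives centre near -14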
An asterisk follows results filed as active; ? = inconclusive; . = not tested or not shown.

SMILES,AI-2 QS mod,IEC-6 cytotox,HSF1 activator,HDAC3 inh,Platelet DG rel,HIF activator,aSyn UTR inh,HSP90 inh,KLF5 inhibitor,HSF1 inh
O=C1c2ccccc2S(=O)(=O)c2cc(C(=O)N3CCN(C(=O)c4ccccc4)CC3)ccc21,18,.,2,5,2,-0.2,-7,.,.,-8
O=C(NCc1ccccc1)C1=C[C@@H](c2ccc3c(c2)OCO3)C[C@@H](OCc2ccc(CO)cc2)O1,21,.,-4,-4,-2,-3.2,9,.,.,0
CC(=O)c1ccc(OCCCC(=O)NCC(c2ccco2)N(C)C)cc1 (stereo not drawn),19,2,-16,-4,-1,-0.2,13,1,-4,-10
CCOCC(=O)Nc1c(C(=O)Nc2ccc3c(c2)OCO3)oc2ccccc12,10,-3,2,4,10,3.5,-151,-5,-142,3
CC1=C(C(=O)OCc2ccccc2)C(c2ccc([N+](=O)[O-])cc2)NC(=O)N1CCCCCC(=O)O (stereo not drawn),-1,7,8,8,-3,-0.5,12,0,-13,2
Cc1ccccc1Nc1nc(N)nc(CN2CCN(c3ccccn3)CC2)n1,11,5,-3,-7,4,-0.3,-8,1,6,3
O=C(NCCO)c1ccc(CSc2nc3ccccc3[nH]2)cc1,12,-5,21,1,7,2.0,-66,5,-24,22
O=C1c2ccccc2C(=O)c2c(Nc3ccc(CCO)cc3)ccc(O)c21,-7,7,-17,3,4,-15,10,2,-28,-8
CN1C(=O)C(CC(N)=O)N(NC(=O)c2ccc(Cl)cc2)C1=S (stereo not drawn),27,-4,3,-4,2,-0.2,18,0,-1,4
Cn1cccc1CC(=O)N/N=C/C=C/c1ccccc1,2,-2,-21,9,1,0.7,-55,-2,-17,4
CCOC(=O)C1(Cc2ccccc2C)CCCN(C(=O)COC)C1 (stereo not drawn),10,-1,3,-3,2,-1.9,-39,4,-5,-2
O=C(O)C1[C@H]2C(=O)N(Cc3cccs3)C[C@]23C=C[C@H]1O3 (stereo partly drawn),4,2,5,-8,0,0.0,-7,5,-15,-5
CCOc1ccc(N)cc1OC,34,-4,-2,-6,3,2.7,7,1,-11,5
CC(NC(=O)COc1ccccc1)C(=O)OCC(=O)c1cc2ccccc2o1 (stereo not drawn),13,-1,6,-5,-7,0.8,-17,-4,-6,-2
CCOC(=O)c1ccc2nc(C)c(CC)c(Cl)c2c1,3,0,-7,1,0,0.1,-17,3,-29,-3
Cc1ccsc1C(C(=O)NC1CCCCC1)N(C(=O)c1csnn1)C1CC1 (stereo not drawn),17,1,-5,-7,5,0.2,21,0,-15,-2
Cc1cc(C(=O)N2CCCC2C(=O)O)c(C)o1 (stereo not drawn),17,0,2,-1,2,0.0,1,1,-10,-9
CC(C)CC(NC(N)=O)C(=O)Nc1ccc(Oc2ccccc2)cc1 (stereo not drawn),-56,-5,-3,13,9,-1.0,13,-1,-3,-1
CCCCn1c(N)c(N(CCOC)C(=O)COc2ccc(Cl)cc2)c(=O)[nH]c1=O,2,-8,2,-7,-4,0.2,4,3,2,0
CC(=O)Nc1ccc2c(c1)nc(C)n2Cc1ccccc1,5,-1,50,-5,-8,1.7,3,-1,-22,19
O=[N+]([O-])c1ccc(C(O)CNC(=S)Nc2ccccc2)cc1 (stereo not drawn),10,-6,15,4,-7,-1.0,-29,-5,3,8
CCCC(O)(CCN(C)C)c1ccc(OC)cc1 (stereo not drawn),10,6,2,5,2,0.4,8,3,-25,2
COc1ccc(C2Nc3ccccc3C(=O)N2NS(C)(=O)=O)c(OC)c1 (stereo not drawn),-6,4,-14,-17,2,0.8,8,5,-13,-5
O=C1CC(C(=O)Nc2ccccc2)S/C(=N\N=C\c2ccco2)N1 (stereo not drawn),8,3,4,4,-20,-0.4,-7,2,3,-2
Cc1cc2ccccn2c1C(=O)c1ccc(Cl)cc1,8,-5,-3,-3,1,0.2,-8,-4,6,17
CCCCN(C(=O)Oc1ccccc1)C1CCS(=O)(=O)C1 (stereo not drawn),3,-1,14,3,3,-0.2,9,5,2,-11
CCN(CC)CC(O)Cn1c2ccccc2c2ccccc21 (stereo not drawn),16,3,-8,9,-2,-0.7,-12,6,3,1
CC(=O)Nc1cccc(C(=O)OCC(=O)c2ccccc2Cl)c1,15,0,85*,-9,7,3.5,-99,-3,-132,39
Cc1ccc(C(=O)NNS(=O)(=O)c2ccccc2[N+](=O)[O-])cc1,-17,4,-7,2,-11,0.1,-17,1,-19,2
O=c1oc2ccccc2c(NCc2cccc(F)c2)c1[N+](=O)[O-],5,1,-15,-1,2,-0.1,-20,-3,-26,-10
O=C(NC1CCCCC1)C(=S)NCc1ccccc1,-13,-9,28,-3,3,2.3,-71,-3,-11,14
CCC(=O)N/N=C/c1ccc(-c2ccc([N+](=O)[O-])cc2)o1,7,0,15,5,0,-0.2,-8,4,-50,-1
CC(C)c1ccc(NC(=O)CNC(=O)Cn2ccc3ccccc3c2=O)cc1,-8,4,-7,4,-3,-1.3,1,2,4,-8
Cc1cc(NC(=O)COC(=O)C(Cc2ccccc2)NC(=O)c2ccco2)no1 (stereo not drawn),.,3,.,-1,.,.,.,2,22,.
O=C(c1ccccc1)c1ccc(C(=O)N2CCN(c3ccccc3)CC2)cc1,2,5,12,-1,17,-0.9,-8,0,-46,8
CC1CCN(S(=O)(=O)c2ccc(C(=O)Nc3ncccc3O)cc2)CC1,11,-9,-19,64*,10,3.4,-29,-4,-31,-6
Cc1ccc(N=CC2=C(O)CC(c3ccco3)CC2=O)cc1 (stereo not drawn),9,-2,72*,1,7,0.6,14,-4,-15,63
O=C(Nc1ccccc1OC(=O)c1ccc(Cl)cc1)c1ccc(Cl)cc1,38,-11,9,10,15,4.7,-343,1,-31,0
Cc1ccccc1Cn1c2ccccc2c2cn[nH]c(=O)c21,22,4,3,-2,5,-0.3,40,0,0,0
O=C(Cc1c[nH]c2ccccc12)NC1(C(=O)NC2CCCC2)CCCCC1,17,-4,9,.,6,-0.4,-14,1,10,3
CNC(=O)c1cc(Nc2nnc(-c3ccc(C)c(S(N)(=O)=O)c3)c3ccccc23)ccc1OC,57,-1,6,.,2,-4.9,-13,3,-14,-11
COc1cccc(CN(C)CC(=O)NNC(=O)c2ccc(Cl)cc2)c1,-5,3,3,-7,-12,-1.3,-13,-5,-4,0
COc1cc(NC(=O)CN2C(=O)NC(C)(c3ccc4ccccc4c3)C2=O)c(C)cc1[N+](=O)[O-] (stereo not drawn),31,7,-20,-4,-4,-0.1,15,0,-13,2
COc1cc(/C=C2/C(=N)N3C(=NC2=O)SN=C3S(=O)(=O)C(C)C)ccc1OS(=O)(=O)c1ccccc1,44,-2,15,4,6,0.6,-35,-3,-29,10
COC(=O)CSc1nc2c(cnn2-c2ccc(F)cc2)c(=O)[nH]1,9,-6,24,7,9,-1.1,-20,-1,-5,0
COc1ccc(NC2=NC(=S)N(c3cccc(C)c3)C23CCCCC3)cc1,-7,-1,-24,0,1,-0.7,40,0,-20,-7
O=C(CNC(=O)c1ccccc1)NCc1nc2ccccc2[nH]1,12,.,-14,.,6,-0.5,7,.,.,-4
O=C(CCC(=O)N(CC(=O)NC1CCCC1)c1cccc(F)c1)Nc1nccs1,-9,-10,2,-1,-18,0.2,9,0,-17,-3
Cc1cccc(OC(C)C(=O)N(Cc2cccs2)C2CCS(=O)(=O)C2)c1C (stereo not drawn),11,0,9,1,0,0.0,-2,1,5,-3
C=CCNC(=S)NNC(=O)C(CCCC)CC(C)(C)O (stereo not drawn),35,-2,10,2,1,-0.1,-3,0,-19,-10
Cc1cc(C)n(-c2nc3ccccc3c(=O)n2OCC(=O)Nc2c(C)cccc2C)n1,15,-3,-28,3,8,-0.1,-17,1,-7,-19
O=C(NCC(=O)N1CCN(c2ccccc2)CC1)c1ccc(Cl)cc1,27,-6,1,0,-3,-0.5,2,-3,-23,1
Cc1cc(C(=O)OCc2nnc(-c3ccccc3)o2)c(C)n1-c1ccccc1,?,-6,9,-1,36,1.0,-19,0,-21,-2
CCc1ccccc1NC(=O)CN(C)C(=O)COc1ccc(C)nc1[N+](=O)[O-],31,2,1,2,0,-0.2,14,-3,1,-12
CCOC(=O)C1CCN(c2ncnc3c2[nH]c2cccc(OC)c23)CC1,16,5,-2,6,3,0.0,2,-2,0,1
CCC(NC(=S)NCc1ccc(F)cc1)c1ccc(C(C)C)cc1 (stereo not drawn),9,3,12,-1,3,-0.4,6,-2,-20,10
CCc1nn(CC(=O)NCCCN2CCc3ccccc3C2)c(=O)c2cc3sccc3n12,24,-2,1,17,-5,-0.5,-15,-1,-17,-1
O=C(CSc1nnc(NC(=O)c2ccccc2)s1)NCC1CCCO1 (stereo not drawn),36,-4,16,5,-5,1.8,-61,-1,-94,12
COCc1ccc([C@@H]2C[C@H]3CN(Cc4cccnc4)C(=O)[C@]34CCCN24)o1,5,-2,1,9,5,0.4,1,3,-13,8
